Source: PubChem
STK33 inh: human STK33 kinase inhibition. purified STK33, MBP phosphorylation, ADP-Glo luminescence. actives 0.073% (n = 320,000). Q9BYT3. inhibition, % at 10 µM;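 active means inhibition at or above 25%, using the most active replicate where run in duplicate; inactive means inhibition below 25%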
Target sequence (Q9BYT3 whole entry, looked up): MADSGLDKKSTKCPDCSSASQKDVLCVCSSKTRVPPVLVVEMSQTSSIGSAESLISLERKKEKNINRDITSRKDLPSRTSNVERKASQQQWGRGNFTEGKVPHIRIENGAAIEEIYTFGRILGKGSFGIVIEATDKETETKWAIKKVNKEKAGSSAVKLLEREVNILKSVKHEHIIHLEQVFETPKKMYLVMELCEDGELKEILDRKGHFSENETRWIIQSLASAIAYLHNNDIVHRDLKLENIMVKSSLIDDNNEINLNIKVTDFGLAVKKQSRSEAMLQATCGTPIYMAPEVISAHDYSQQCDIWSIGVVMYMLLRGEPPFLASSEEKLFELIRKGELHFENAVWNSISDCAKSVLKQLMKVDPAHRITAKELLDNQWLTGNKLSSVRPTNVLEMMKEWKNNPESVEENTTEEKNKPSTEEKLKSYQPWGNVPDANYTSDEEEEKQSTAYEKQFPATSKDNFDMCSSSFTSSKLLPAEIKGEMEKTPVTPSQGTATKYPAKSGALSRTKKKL
CHT allo act: allosterically activates the human high affinity choline transporter | CHT-expressing cells, membrane potential dye, choline EC20; stronger effect = higher value; LV-AA mutant CHT in HEK293 cells | B-score at 10 µM | actives 0.49% (n = 310,000);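 active means initial fluorescence not abnormally high and integrated response B-score, plate-corrected, over 3 SD above library mean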
Target sequence (Q9GZV3 whole entry, looked up): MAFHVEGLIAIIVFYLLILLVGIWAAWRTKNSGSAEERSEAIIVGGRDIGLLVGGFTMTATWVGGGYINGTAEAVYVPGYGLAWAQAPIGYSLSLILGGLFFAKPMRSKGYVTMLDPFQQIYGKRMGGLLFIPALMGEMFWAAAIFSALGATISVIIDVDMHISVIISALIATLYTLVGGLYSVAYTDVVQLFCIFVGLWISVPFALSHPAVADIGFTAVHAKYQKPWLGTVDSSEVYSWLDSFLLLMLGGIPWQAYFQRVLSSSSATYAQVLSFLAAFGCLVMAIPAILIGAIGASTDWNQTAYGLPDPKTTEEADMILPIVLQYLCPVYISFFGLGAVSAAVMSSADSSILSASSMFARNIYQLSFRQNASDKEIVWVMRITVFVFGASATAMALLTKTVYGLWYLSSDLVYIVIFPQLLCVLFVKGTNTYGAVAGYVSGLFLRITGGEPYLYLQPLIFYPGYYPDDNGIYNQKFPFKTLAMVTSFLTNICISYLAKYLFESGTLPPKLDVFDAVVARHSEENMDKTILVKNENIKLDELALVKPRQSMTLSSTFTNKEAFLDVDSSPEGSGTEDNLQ
CHT inh: inhibits the human high affinity choline transporter | actives 0.86% (n = 310,000) | AID 488975 | CHT-expressing cells, membrane potential dye, choline response; stronger effect = lower value | B-score at 10 µM | Q9GZV3;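 active means B-score over 3 SD under the library average, and starting fluorescence ratio not unusually high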;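 further: choline stimulus applied at its EC90 after an EC20 pre-addition; B-score computed on integrated fluorescence ratio after choline addition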
* marks the source's active call; other numbers are inactive results; i = inactive; nt = no result given.

SMILES	STK33 inh	CHT allo act	CHT inh
O=C(COc1ccccc1Cl)Nc1nnc(S(=O)(=O)N2CCCC2)s1	-1.5	i	i
COc1ccc(C(=O)Nc2nc(CC(=O)NCCc3cccc(OC)c3)cs2)cc1	0.8	i	i
Cc1ccc(S(=O)(=O)N2CCN(Cc3cc(C(C)(C)C)ccc3O)CC2)cc1	0.0	i	i
CCOC(=O)CP(=O)(c1ccccc1)c1ccccc1	-2.9	i	i
C/C(=N/NC(=O)CNC(=O)CCc1ccccc1)c1ccc(Cl)cc1	-1.1	i	i
COc1cccc(NS(=O)(=O)c2cn(C)c(=O)n(C)c2=O)c1	0.6	i	i
CCN1C(=O)c2ccccc2Sc2ccc(C(=O)NCCCN3CCCCC3)cc21	-1.9	i	i
CCOC(=O)c1sc(C)c(C(=O)NCC(C)(C)CN(C)C)c1N	0.1	i	i
O=C(O)c1c2c(nc3ccc(S(=O)(=O)N4CCC(C(=O)NC5CCCCCC5)CC4)cc13)CCCC2	-0.7	i	i
COc1ccc(/C=N/NC(=O)c2c(-c3ccccc3)noc2C)cc1[N+](=O)[O-]	-0.3	i	i
CC(=O)Nc1cc(NC(C)=O)cc(C(=O)OCC(=O)Nc2ccc(S(=O)(=O)NC3=NCCCCC3)cc2)c1	-1.8	i	i
Fc1cc(Br)ccc1NC(=S)NCCc1ccccc1	-1.1	i	i
O=C(/C=C/c1ccc(Cl)c(Cl)c1)N1CCOCC1	-2.9	i	i
Cc1ccc(OCCCn2c(CO)nc3ccccc32)cc1	-0.2	i	i
COc1cc(C(CCN2CCN(c3ccccc3)CC2)c2c(OC)cc(OC)c3c(C)cc(=O)oc23)cc(OC)c1OC (stereo not given)	-0.3	i	i
Cc1nc(NC(C)c2ccccc2)c2c3c(sc2n1)CCC3 (stereo not given)	-0.3	i	i
O=C1CC(N2CCN(c3ccccc3)CC2)C(=O)N1CCc1ccccc1 (stereo not given)	0.0	i	i
CCCCC(CC)CNC(=O)c1cccs1 (stereo not given)	-1.3	i	i
O=C(NCCc1ccccc1)C1(c2ccccc2)CC1(Cl)Cl (stereo not given)	-0.5	i	i
CC(C)C(=O)N(Cc1ccc2c(c1)OCO2)Cc1ccccn1	-2.6	i	i
Cc1ccccc1NC(=O)c1cn2c(nc3ccccc32)c(C#N)c1C	-1.1	i	i
Cc1cc(C)c(S(=O)(=O)N2CCN(C(=O)c3ccc(-n4cncn4)c([N+](=O)[O-])c3)CC2)c(C)c1	0.3	i	i
CNC(=S)SCCOc1ccccc1	0.3	i	i
COc1cccc(C(=O)Nc2cccc(-c3ccccc3)c2)c1	-0.8	i	i
O=S(=O)(c1ccc(F)cc1)N1CCN(Cc2ccccn2)CC1	0.3	i	i
Cn1nnnc1SCC(=O)NCc1ccccc1	-0.9	i	i
CC1CCN(C(=O)/C(=C\c2ccccc2)NC(=O)c2ccccc2)CC1	-0.4	i	i
COc1ccc(C(=S)N2CCOCC2)cc1OC(=O)c1ccccc1	0.3	i	i
COC(=O)c1cc(=O)n(Cc2ccc3c(c2)OCO3)c(=Nc2ccc(F)c(Cl)c2)s1	-3.3	i	i
O=C(NCc1ccco1)C1CCCN1S(=O)(=O)c1ccc2ccccc2c1 (stereo not given)	-1.2	i	i
COc1ccccc1NS(=O)(=O)c1c(C(=O)N2CCCC2)c(C)n(C)c1C	-1.4	i	i
O=C(NCCCN1CCOCC1)C(=O)N/N=C/c1ccccc1O	1.0	i	i
CCOC(=O)c1c(C)[nH]c(C(=O)Cn2nnc(-c3ccccc3)n2)c1C	-1.0	i	i
CC(=O)c1ccc(OC(=O)COc2ccccc2Cl)cc1	-0.6	i	i
O=C(NCCN1CCOCC1)c1cccc(S(=O)(=O)N2CCCCCC2)c1	0.5	i	i
Clc1ccc(Cn2ncc3c(N4CCCC4)ncnc32)cc1	nt	i	i
O=C(Cc1ccc(F)cc1)Nc1nnc(-c2ccc(F)cc2)o1	0.2	i	i
OC(C[n+]1ccccc1)c1ccccc1 (stereo not given)	-1.5	i	i
CC(=O)Nc1ccc(S(=O)(=O)NC(C)C(=O)OCC(=O)NC2CCCC2)cc1 (stereo not given)	-0.8	i	i
O=C1CCCN1CCC1CCCCN1Cc1nc(-c2cnccn2)no1 (stereo not given)	4.6	i	i
COC(=O)c1ccccc1NC(=O)C1CCN(C(=O)Cc2ccccc2)CC1	-1.0	i	i
C/C(=N/NC(=O)CN1CCN(S(=O)(=O)c2ccc(Br)cc2)CC1)c1ccco1	-0.3	i	i
Cc1nc2ccccc2n1CC(=O)OCC(=O)Nc1ccc2c(c1)OCCO2	0.7	i	i
Cc1ccsc1C(=O)Nc1ccccc1N1CCOCC1	0.5	i	i
O=c1c([N+](=O)[O-])cccn1Cc1ccc(F)cc1Cl	-1.6	i	i
CCOC(=O)N1CCN(C(=O)C(=O)N/N=C/c2ccc(OC)cc2OC)CC1	-1.8	i	i
Cc1cccc2cc(CN(CC(C)C)S(=O)(=O)c3ccccc3)c(=O)[nH]c12	0.8	i	i
CCOCCCNC(=O)C1CCCN1C(=O)NC1CCCCC1 (stereo not given)	-1.9	i	i
COc1ccc(-c2cn3c(C)c(C(=O)NC(C)(C)C)sc3n2)cc1	-0.6	i	i
Nc1nc(Br)c2ccccc2c1-c1ccc(F)cc1	-0.5	i	i
CCOC(=O)c1ccc(NC(=O)Nc2c(C)n(C)n(-c3ccccc3)c2=O)cc1	-1.6	i	i
O=C(CCC1CCCC1)Nc1cccc(Cc2ccncc2)c1	-0.2	i	i
COc1cccc(C2CC(c3ccccc3)n3ncnc3N2)c1 (stereo not given)	-0.4	i	i
CN(CC(=O)Nc1ccccc1C(F)(F)F)C(=O)COc1cccnc1[N+](=O)[O-]	-0.7	i	i
Cc1ccc(S(=O)(=O)NCCCn2ccnc2)cc1C(=O)NC(C)C	-2.1	i	i
CC(C)(C)c1ccccc1NC(=O)CN1C(=O)NC(Cc2ccccc2)C1=O (stereo not given)	0.4	i	i
Cc1ccc(NC(=O)CCC(=O)NNC(=O)COc2ccc([N+](=O)[O-])cc2)c(C)c1	-0.9	i	i
CC(C)(C)C(=O)CNS(=O)(=O)c1ccc(S(=O)(=O)NC2CCCC2)cc1	-2.0	i	i
COc1ccc(S(=O)(=O)N2CN3CCN(C3)C2)cc1	0.4	i	i
Cc1ccc(C(C)C)cc1OCC(=O)Nc1ccccc1N1CCCC1	-1.6	i	i

A few values from the list.
Value of CCOC(=O)N1CCN(C(=O)C(=O)N/N=C/c2ccc(OC)cc2OC)CC1 in STK33 inh: -1.8
Value of COc1ccc(-c2cn3c(C)c(C(=O)NC(C)(C)C)sc3n2)cc1 in STK33 inh: -0.6

Next section
SMILES	STK33 inh	CHT allo act	CHT inh
CCOC(=O)[C@H]1[C@H]2COc3cc(OC)ccc3[C@@H]2N2C(=O)c3cc(OC)ccc3NC(=O)[C@@]12C	-0.7	i	i
CN(Cc1cnn(C)c1)Cc1nc(-c2ccc(Cl)cc2)no1	-2.3	i	i
Cc1ccccc1C(=O)NC(=S)Nc1cccc(NC(=O)C(C)C)c1	-2.3	i	i
CC(C)(C)NC(=O)COc1ccc(S(=O)(=O)N2CCCC2)cc1	-1.9	i	i
COc1cc(C2NC(=O)NC(C)=C2[N+](=O)[O-])cc(OC)c1OC (stereo not given)	-0.6	i	i
Cc1cc(C)c2nc(NNC(=O)c3cc(-c4cccs4)nc4ccccc34)sc2c1	-1.4	i	i
COC(=O)c1cc2c(ccn2-c2ccc(F)cc2)n1Cc1ccc(C#N)cc1	-1.2	i	i
CCOc1ccccc1NC(=S)NCC1CCCO1 (stereo not given)	-0.1	i	i
O=C1CC(C2CCCO2)C(=O)N1c1ccc(Cl)c(Cl)c1 (stereo not given)	-3.2	i	i
O=C(CSc1nnc(CNC(=O)c2ccco2)o1)Nc1ccc(Cl)cc1	-2.0	i	i
CCCCn1c(N)c(N(CCOC)C(=O)c2oc3ccc(OC)cc3c2C)c(=O)[nH]c1=O	-0.7	i	i
O=C(NCc1ccc2c(c1)OCO2)C(=O)NCC1OCCN1S(=O)(=O)c1ccc(Br)cc1 (stereo not given)	0.7	i	i
CC(C)c1cc(C(=O)NC2CCCc3c2cnn3-c2ccccc2F)no1 (stereo not given)	2.5	i	i
N#CC1CC(c2ccc([N+](=O)[O-])cc2)=NN1c1ccc([N+](=O)[O-])cc1 (stereo not given)	-1.9	i	i
CC1CCCCC1NC(=S)NC(=O)c1cccs1 (stereo not given)	-0.2	i	i
O=S(=O)(NCCc1ccc2c(c1)OCCO2)c1cccs1	-0.5	i	i
CCCCN(C)CCNC(=O)c1cc2c(=O)[nH]c3ccccc3c2n1C	0.6	i	i
O=C(C1CC=CCC1)N1CCC(CO)(Cc2ccc(Cl)cc2)CC1 (stereo not given)	-0.2	i	i
CCC(Sc1nc2ccc(C)cc2[nH]1)C(=O)O (stereo not given)	-1.7	i	i
O=C(NCCN1CCCCC1)/C(=C/c1ccco1)NC(=O)c1ccccc1	-2.9	i	i
O=CN1N=C(c2ccccc2)CC1c1ccccc1[N+](=O)[O-] (stereo not given)	-4.5	i	i
C=CCOc1ccnc(-c2ccccc2)n1	-0.8	i	i
Cc1cc(/C=C2\SC(=S)NC2=O)c(C)n1C1CC1	0.0	i	i
CC1CCN(C(=O)Cn2c(=O)n(Cc3ccc4c(c3)OCO4)c(=O)c3ccccc32)CC1	1.4	i	i
CCNc1c(NC(=O)C2CCC(C)CC2)c(=O)oc2ccccc12 (stereo not given)	-0.1	i	i
CCOC(=O)c1sc(NC(=O)Nc2ccc(F)cc2)nc1C	-0.7	i	i
C=CCN=C1S/C(=C\c2ccc(Cl)cc2)C(=O)N1CC=C	0.7	i	i
O=C(N/N=C/c1ccccc1C(F)(F)F)c1ccc2nc[nH]c2c1	1.2	i	i
C/C(=C\c1ccccc1)C(=O)NCc1ccco1	-0.7	i	i
CCCN(CC1CC1)C(=S)Nc1ccc(C(C)=O)cc1	-0.2	i	i
Cc1ccccc1Cn1cccc1/C=C1/C(=N)N2C=CSC2=NC1=O	1.2	i	i
COCCN1CC(=O)N(c2cccc(C)c2C)C(c2ccc(Cl)cc2)C1=O (stereo not given)	-1.5	i	i
CCOc1cc(/C=N/Nc2nc(-c3cccc(S(=O)(=O)N4CCCC4)c3)cs2)ccc1O	-0.4	i	i
COc1ccccc1NC(=O)C1=C(C)Nc2nnnn2C1c1ccccc1OC (stereo not given)	-0.5	i	i
Cc1ccnc(NS(=O)(=O)c2ccc3c(c2)CCO3)c1	-0.9	i	i
CCOc1ccc(OCC)c(NC(=O)C2CCN(S(=O)(=O)c3cccc4nonc34)CC2)c1	-1.2	i	i
CCOC(=O)N/N=C/c1cccnc1	nt	i	i
CCOc1ccccc1N1CCN(C(=O)CC(C)C)CC1	-0.4	i	i
COc1ccc(CCNC(=O)CSc2ccc3nnc(CCNC(=O)c4ccccc4)n3n2)cc1OC	-3.7	i	i
O=[N+]([O-])c1ccc(-n2cccn2)c(-c2nn[nH]n2)c1	0.5	i	i
COc1cccc(NC(=S)N(CCC(C)C)C2CCN(C(C)=O)CC2)c1	0.4	i	i
O=C(CCC(=O)N(CC(=O)NC1CCCCC1)Cc1ccc(F)cc1)Nc1nccs1	-2.4	i	i
Cc1nc2nc(Cc3ccccc3)nn2c(C)c1Cl	-0.5	i	i
N#Cc1ccc(COC(=O)c2cnc(Cl)c(Cl)c2)cc1	-1.7	i	i
Cc1cccn2c(CNCCSc3nccn3C)c(C(=O)N3CCCCC3)nc12	-1.3	i	i
Cc1cc(C)cc(C(=O)NC(CC(N)=O)c2ccc(N3CCC(Cc4ccccc4)CC3)c([N+](=O)[O-])c2)c1 (stereo not given)	-0.4	i	i
CC(C)Oc1ccc(CCc2n[nH]c(=S)n2Cc2ccccc2)cc1	-0.9	i	i
O=S(=O)(c1ccc(Cl)cc1)N1CCCN(c2ccc(C(F)(F)F)cn2)CC1	3.0	i	i
Cc1ccc(N(C)C(=O)CC(C)S(=O)(=O)c2ccc3c(c2)NC(=O)CO3)cc1 (stereo not given)	-1.0	i	-5.73*
NC(=O)C1=C[C@H](c2ccc(C(F)(F)F)cc2)C[C@H](OCCCCO)O1	-1.6	i	i
O=C(Nc1ccccc1)N1CCN(c2ncccn2)CC1	-1.6	i	i
N#Cc1c(-c2cccnc2)cc(-c2ccccc2)nc1N	-2.1	i	i

In another format: six of the compounds above.
SMILES | STK33 inh | CHT allo act | CHT inh
N#Cc1ccc(COC(=O)c2cnc(Cl)c(Cl)c2)cc1 | -1.7 | i | i
Cc1cccn2c(CNCCSc3nccn3C)c(C(=O)N3CCCCC3)nc12 | -1.3 | i | i
Cc1cc(C)cc(C(=O)NC(CC(N)=O)c2ccc(N3CCC(Cc4ccccc4)CC3)c([N+](=O)[O-])c2)c1 (stereo not given) | -0.4 | i | i
CC(C)Oc1ccc(CCc2n[nH]c(=S)n2Cc2ccccc2)cc1 | -0.9 | i | i
O=S(=O)(c1ccc(Cl)cc1)N1CCCN(c2ccc(C(F)(F)F)cn2)CC1 | 3.0 | i | i
Cc1ccc(N(C)C(=O)CC(C)S(=O)(=O)c2ccc3c(c2)NC(=O)CO3)cc1 (stereo not given) | -1.0 | i | -5.73*

Of the compounds above, these have a CF3 group.
SMILES	STK33 inh	CHT allo act	CHT inh
CN(CC(=O)Nc1ccccc1C(F)(F)F)C(=O)COc1cccnc1[N+](=O)[O-]	-0.7	i	i
O=C(N/N=C/c1ccccc1C(F)(F)F)c1ccc2nc[nH]c2c1	1.2	i	i
O=S(=O)(c1ccc(Cl)cc1)N1CCCN(c2ccc(C(F)(F)F)cn2)CC1	3.0	i	i
NC(=O)C1=C[C@H](c2ccc(C(F)(F)F)cc2)C[C@H](OCCCCO)O1	-1.6	i	i
